# Screening data from PubChem.
# ROC1-CUL1 inh: inhibitors of human ROC1-CUL1 ubiquitin ligase activity; E3 ubiquitin-protein ligase RBX1 (Homo sapiens) + Cullin-1 (Homo sapiens), P62877+Q13616; in vitro K48 di-Ub FRET, acceptor:donor ratio, 45 min; 140,000 compounds, 0.6% hits; inhibition, % at 10 µM; in the data active = inhibition above about 25%
# Target sequence (P62877 whole entry, looked up): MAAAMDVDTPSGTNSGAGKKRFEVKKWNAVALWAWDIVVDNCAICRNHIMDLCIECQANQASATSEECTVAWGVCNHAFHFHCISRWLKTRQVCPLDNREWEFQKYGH
# Target sequence (Q13616 whole entry, looked up): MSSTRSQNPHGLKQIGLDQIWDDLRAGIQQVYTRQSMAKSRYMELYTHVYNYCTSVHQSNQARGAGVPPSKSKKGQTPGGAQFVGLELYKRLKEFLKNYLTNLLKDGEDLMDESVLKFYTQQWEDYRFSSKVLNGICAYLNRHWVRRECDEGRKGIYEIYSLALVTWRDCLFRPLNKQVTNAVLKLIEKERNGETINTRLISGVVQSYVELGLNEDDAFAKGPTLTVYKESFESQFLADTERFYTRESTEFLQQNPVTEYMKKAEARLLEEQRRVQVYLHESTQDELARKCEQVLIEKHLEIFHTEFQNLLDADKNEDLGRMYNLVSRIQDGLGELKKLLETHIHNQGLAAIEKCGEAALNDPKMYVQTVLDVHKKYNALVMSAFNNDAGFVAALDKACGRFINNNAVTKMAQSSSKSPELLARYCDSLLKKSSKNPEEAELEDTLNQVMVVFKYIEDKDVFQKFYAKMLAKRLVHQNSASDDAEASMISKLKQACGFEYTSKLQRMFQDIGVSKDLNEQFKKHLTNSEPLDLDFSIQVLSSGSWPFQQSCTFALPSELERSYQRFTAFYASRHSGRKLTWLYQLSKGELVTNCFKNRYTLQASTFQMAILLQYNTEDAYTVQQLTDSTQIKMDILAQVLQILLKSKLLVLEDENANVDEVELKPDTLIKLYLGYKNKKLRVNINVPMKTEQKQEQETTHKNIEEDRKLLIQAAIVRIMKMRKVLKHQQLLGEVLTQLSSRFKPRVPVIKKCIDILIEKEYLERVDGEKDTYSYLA
# Numbers without * were called inactive.
mol	ROC1-CUL1 inh
C=CCOC(=O)C1=C(C)N=c2s/c(=C3\C(=O)N(C)c4ccccc43)c(=O)n2C1c1cccs1 (stereo not given)	-2
CC(C)(C)c1cc(C(C)(C)C)c([N+](=O)[O-])cc1Br	-7
Cc1c(Cl)cccc1N1C(=O)/C(=C/c2cn(CC(=O)O)c3ccccc23)C(=O)NC1=S	81*
CCS(=O)(=O)N1CCC(C(=O)Nc2ccccc2C)CC1	3
Cc1ccc(-n2nnnc2CC=Nc2ccccc2C(=O)c2ccccc2)cc1	7
COc1ccc(CNC(=O)CCc2c(C)c3ccc(OC)c(C)c3oc2=O)cc1OC	-1
COCCNC(=O)c1sc2ncccc2c1-n1c(C)ccc1C	-7
Cc1cccc(/C=C2/SC(=O)N(Cc3ccc(Cl)cc3)C2=O)n1	6
CCC1CN(CC(=O)N2CCN(c3ccc(C(=O)OC)cc3)CC2)Cc2ccc(Cl)cc2O1 (stereo not given)	-3
COc1ccc(-c2ccc3c(N)c(C(=O)NCCc4ccccc4Cl)sc3n2)cc1	2
CCSc1nnc(NC(=O)C2CCCCC2)s1	-1
COc1ccc(C(CC(=O)NC2CCC(O)CC2)c2ccccc2)cc1 (stereo not given)	2
Cc1nn(Cc2ccc(F)cc2)c(C)c1NC(=O)c1cc(-c2ccccc2)nc2ccccc12	6
Cc1coc2cc3oc(=O)c(CC(=O)NCCc4ccccc4)c(C)c3cc12	-7
O=C(NNc1ncnc2sc3c(c12)CCCC3)c1ccccc1F	-11
COc1ccc2c(c1)c(CC(=O)NCCOc1ccccc1)c(C)n2C(=O)c1ccc(Cl)cc1	9
Cc1cccc(C)c1NC(=O)CN(C)S(=O)(=O)c1ccc2[nH]c3c(c2c1)CCCC3	-11
O=C(NCc1cccs1)c1cc(-c2ccccc2)on1	3
O=C(O)CCC(=O)Nc1ccc(Oc2ccccc2-c2ccccc2)cc1	2
COCC1CCN(C(=O)c2ccccc2OC2CCN(C(=O)c3cccnc3)CC2)CC1	-9
Cc1ccc(C)c(C(=O)COC(=O)c2ccccc2C)c1	-9
Cc1n[nH]c(=O)c2nn(-c3ccc(Cl)cc3)c(C)c12	-3
COc1cc(NC(=O)NCC2CCN(Cc3ccccc3Cl)CC2)cc(OC)c1OC	-5
COc1ccc(CCC2CCCN(C(=O)CSC)C2)cc1 (stereo not given)	-2
CN1CCc2nc(SCC(=O)Nc3ccc(OC(F)(F)F)cc3)c(C#N)c(-c3cccs3)c2C1	5

# The closing 3 entries of the part above come first, to join the parts.
mol	ROC1-CUL1 inh
COc1cc(NC(=O)NCC2CCN(Cc3ccccc3Cl)CC2)cc(OC)c1OC	-5
COc1ccc(CCC2CCCN(C(=O)CSC)C2)cc1 (stereo not given)	-2
CN1CCc2nc(SCC(=O)Nc3ccc(OC(F)(F)F)cc3)c(C#N)c(-c3cccs3)c2C1	5
COc1cc(C)ccc1OCc1nc(C(=O)N(C)Cc2ccc(C)cc2)co1	-6
COc1ccc(C2CC(=O)c3c([nH]c(C(=O)OC4CCCC4)c3C)C2)cc1OC (stereo not given)	14
CCOC(=O)C1=C(C)N(C)C2=C(C(=O)c3ccccc32)C1c1ccc(OC)cc1 (stereo not given)	-6
COc1cc(C2c3c(-c4cc(C)ccc4O)n[nH]c3C(=O)N2Cc2cccnc2)cc(OC)c1OC (stereo not given)	3
COc1ccc(NC(=O)c2c(NCc3ccc(C)o3)sc3c2CCC(C)C3)cc1 (stereo not given)	-7
Cc1cc(=O)[nH]c(-c2cccc(CN3CCC(O)(c4cccnc4)CC3)c2)n1	-5
COC(=O)C1=NN(c2ccccc2OC)C2C(=O)N(c3ccc(C)cc3)C(=O)C12 (stereo not given)	-1
O=C(N/N=C/c1ccc(F)cc1)c1cccs1	8
Cc1cc(C)c2c(CC(=O)Nc3ccc(S(=O)(=O)N4CCCC(C)C4)cc3)coc2c1 (stereo not given)	4
CC1=NN(C(=O)c2cccc([N+](=O)[O-])c2)C(C)(O)C1 (stereo not given)	-4
O=C(CSc1ncc2c(n1)-c1cc(Cl)ccc1N(Cc1ccccc1)S2(=O)=O)Nc1ccc(F)cc1F	-2
Cn1nnnc1SCc1ccc(Cl)cc1	-2
O=C(NCCc1ccccc1)C1CCN(c2nc3ccccc3nc2C(F)(F)F)CC1	-5
CCN1C(=O)N=C(Cc2ccc(-c3ccc(C(=O)O)cc3C)o2)C1=O	-7
CC(=O)N1CCC(Oc2ccc(Cl)cc2C(=O)NCCc2cnccn2)CC1	3
CC1=NNc2nc3c(c(=O)n(Cc4ccccc4Cl)c(=O)n3C)n2C1	7
CCN(CC)c1ccc(/C=C2\C(=O)NC(=S)N(c3ccccc3C)C2=O)c(OC)c1	-9
CN1CCC(N(C)C(=O)CCC2CCCN(Cc3cc4ccccc4o3)C2)CC1 (stereo not given)	8
CCC(C)NC(=O)c1ccc(NC(=O)c2ccco2)cc1 (stereo not given)	2
COc1ccc(/C=N\NC(=O)c2ccco2)cc1COc1cccc(Cl)c1Cl	7
O=c1[nH]nc(N2CCOCC2)c(=O)[nH]1	-8
C=CCNS(=O)(=O)c1ccc(NC(=O)c2cccc(F)c2)cc1	-2
COc1cc(/C=N/n2c(-c3ccccc3)n[nH]c2=S)ccc1O	8
Cc1c(C(=O)N(Cc2ccccc2F)C2CCS(=O)(=O)C2)oc2ccccc12 (stereo not given)	-5
CCOc1ccccc1CN1CCN(Cc2cnn(C)c2)CC1CCO (stereo not given)	8

# Part of the list above, reformatted:
> COc1cc(/C=N/n2c(-c3ccccc3)n[nH]c2=S)ccc1O
  ROC1-CUL1 inh: 8

> O=C(CSc1ncc2c(n1)-c1cc(Cl)ccc1N(Cc1ccccc1)S2(=O)=O)Nc1ccc(F)cc1F
  ROC1-CUL1 inh: -2

# Later entries:
mol	ROC1-CUL1 inh
CCCCN1N=C(C)Cn2c1nc1c2c(=O)n(CCC)c(=O)n1C	4
CCOc1c(Br)cc(CNC)cc1OC	-5
Cc1nc(SCc2ccc(F)cc2)n[nH]1	8
COc1ccc(C2NCCc3c2[nH]c2ccccc32)cc1COc1ccccc1F (stereo not given)	0
COC(=O)c1ccccc1NC(=O)CCC(=O)O	2
COC(=O)c1coc(-c2ccc(OC)cc2)c1C(=O)OC	9
CCOC(=O)C1C(=O)/C(=C/c2cccnc2)SC1=Nc1ccccc1 (stereo not given)	2
COc1cccc(NC(=O)Cn2c(=O)n(Cc3ccccc3)c(=O)c3ccccc32)c1	0
O=S(=O)(c1cccc2cccnc12)N(CCO)CCO	-3
CCN(CC)C(=O)Cn1ncc2c([nH]c3ccc(C)cc32)c1=O	-7
COc1ccc(-n2ccnc(NCCc3ccc(Cl)cc3)c2=O)cc1OC	4
O=C(COc1ccc(Cl)cc1Cl)NCCc1cccc(Cl)c1	-2
Cc1ccccc1CNC(=O)c1ccc(CS(=O)Cc2ccc(Cl)cc2)o1 (stereo not given)	-14
CCOC(=O)c1ccc(N2C(=O)CC(N3CCc4ccccc4C3)C2=O)cc1 (stereo not given)	3
CCOC(=O)C(C(C)=N)C(=S)Nc1cc(Cl)ccc1Cl (stereo not given)	2
CCCOC(=O)c1ccc(NC(=O)c2cc(OC)c(OC)c(OC)c2Br)cc1	3
O=C(Nc1nonc1-c1ccc(Cl)cc1)c1ccccc1F	-1
Cc1ccc(OCC(=O)N2CCCCCCC2)cc1	-6
Cc1ccc(S(=O)(=O)N2CCN(CC(=O)N/N=C\c3cccc(F)c3)CC2)cc1	-12
CCCNS(=O)(=O)c1cc(C(=O)N2CCN(CC)CC2)ccc1OC	1
COc1cccc(CN(C)Cc2c(C(=O)N3CCCCCC3)nc3cc(C)ccn23)c1	2
CCOC(=O)c1ccc(NC(=O)c2cc(=O)c3cc(CC)ccc3o2)cc1	-3
COC(=O)c1cc(S(=O)(=O)N2CCN(c3ccc(C)cc3C)CC2)cn1C	6
CCCCCn1c(CCNC(=O)c2ccc(F)cc2)nc2ccccc21	-5
Cc1c(C)n2c3c(=O)n(CCCO)c(=O)n(C)c3nc2n1-c1ccc(F)cc1	0

# Continued:
mol	ROC1-CUL1 inh
CCOC(=O)c1cc(C)sc1NC(=O)c1c(CC)noc1C	1
O=C1CCN(c2cc(Br)c(O)c(C(=O)O)c2)C(=O)N1	4
Cc1c(C(=O)N2CCN(c3ccccc3)C(=O)C2)cnn1-c1ncc2c(n1)-c1ccccc1CCC2	-2
COc1ccc(CC(=O)NCc2nc3cccnc3n2Cc2ccc(C)cc2)cc1OC	3
CC(=O)Cn1c(Cl)nc2c(=O)n(C)c(=O)n(C)c21	2
CC(C)Cc1nn2c(=O)cc(COC(=O)c3ccc4c(c3)OCO4)nc2s1	0
COCCCNC(=O)Cn1c(=O)n(CCCC(=O)NCc2ccc(C)cc2)c(=O)c2ccccc21	-18
O=C(O)c1ccc(NCc2ccccc2OCc2ccc(F)cc2)cc1	5
COc1ccccc1Nc1nn2c(=O)c3ccc(C(=O)N4CCC(C)CC4)cc3nc2s1	-5
CCCn1c(C)c(CC(=O)NC)c2c1CC(C)(C)CC2=O	-4
O=C(Cn1cc(/C=C2\SC(=NC3CCCC3)N(C3CCCC3)C2=O)c2ccccc21)N1CCCC1	2
Cc1cc(C)n2nc(SCC(=O)Nc3cccc(Cl)c3)nc2n1	0
CC(=O)CSc1nc2scc(-c3ccccc3)c2c(=O)n1-c1ccccc1	-2
CC(C)c1ccc(NC(=O)c2cn(C3CCCCC3)c(=O)c3c2c2ccccc2n3C)cc1	-6
CCOC(=O)c1ccc(NC(=O)C(Cc2ccco2)=NC(=O)c2ccccc2Cl)cc1	-1
O=C1CC(NCc2ccccn2)CN1Cc1ccccc1Cl (stereo not given)	7
COc1ccccc1C(=O)Oc1cccc2c(O)cccc12	-12
Cn1nnnc1SCC(=O)Nc1cc(F)ccc1F	7
O=C(c1ccc(F)cc1)N1CCN(c2c(Cl)cccc2[N+](=O)[O-])CC1	14
CCc1c(C#N)c(SCC(=O)Nc2cccc(C)c2)nc2c1C(=O)CC(C)(C)C2	4
COc1ccc(-c2cc(C(=O)N/N=C(\C)c3cccs3)c3ccccc3n2)c(OC)c1	-5
CCNc1nc(OCCO)nc(N(C)C)n1	-5
Cc1ccccc1Cc1nnc2sc(C3CCCCC3)nn12	-10
Cc1ccc(NC(=O)CSc2nc3ccccc3n2CC(=O)N2CCC(C)CC2)cc1C	3
COc1ccc(/C=C2\C(=O)N(c3c(Cl)cc(Cl)cc3Cl)N=C2NC(=O)c2cccc(N3C(=O)c4ccccc4C3=O)c2)cc1OC	-4

# The list goes on.
mol	ROC1-CUL1 inh
CC(C)(C)c1csc2[n+]1CCS2	-4
CC(=O)NCC(=O)OC(C(=O)c1ccccc1)c1ccc(Cl)cc1 (stereo not given)	-2
O=C(Cc1cccs1)Nc1ccccc1F	1
Cc1cc(C)n(-c2nc(N/N=C/C=C/c3ccccc3)nc(Nc3ccc(Br)cc3)n2)n1	-3
CCOc1ccc(S(=O)(=O)N2CCN(Cc3nc4ccc(C)cc4o3)CC2)cc1	2
O=C(CCC1CCCN(Cc2ccc3nonc3c2)C1)N1CCOCC1 (stereo not given)	0
Cc1ccc(C(=O)CC2(O)C(=O)N(Cc3ccccc3F)c3ccccc32)cc1 (stereo not given)	-1
COc1ccc(C2Nc3ccccc3C(=O)N2Cc2ccco2)cc1Cn1cc([N+](=O)[O-])cn1 (stereo not given)	4
CC(=O)c1ccc(S(=O)(=O)Nc2ccc(-c3ccc(N4CCCCCC4)nn3)cc2)cc1	-3
NC(CCCCc1ccccc1)c1cccc2ccccc12 (stereo not given)	-5
CCCCc1nnc(NC(=O)COc2ccccc2Cl)s1	1
COc1cccc(CC(C2CCN(C(=O)C3CCCCC3)CC2)N(C)C(=O)c2ccn(C)n2)c1 (stereo not given)	2
CCOc1cc(C=C2C(=O)c3ccccc3C2=O)ccc1OCC(=O)Nc1ccccc1	1
CN(C)c1ccc(C2C(C(=O)c3ccccc3)C(=O)C(=O)N2c2ccc(Cl)cc2)cc1 (stereo not given)	-2
COc1cc(C(=O)OCCn2c(=O)c3c(ncn3CCN(C)C)n(C)c2=O)cc(OC)c1OC	4
CCOC(=O)c1c(N)c(C(=O)c2ccccc2)n2ccccc12	-7
c1ccc2c(NC3CCCCCC3)ncnc2c1	3
COc1ccc(S(=O)(=O)Nc2ccc(S(=O)(=O)N3CCCC3)cc2)cc1OC	1
CCN1CCN(Cc2nc(N)nc(Nc3ccc(F)cc3)n2)CC1	11
CCOC(=O)N1CCC(NC2CCN(c3ccc(NC(=O)c4ccc5c(c4)OCO5)cc3)CC2)CC1	2
CC(=O)Nc1nnc(SCc2ccccc2Cl)s1	3
Cc1ccc(-c2csc(N3C(=O)CN=C3SCc3ccc(Cl)cc3)n2)cc1	-3
COc1ccccc1NC(=O)C1C(C)=Nc2c(C(=O)Nc3cccc(C)c3)cnn2C1c1ccccc1Cl (stereo not given)	-10
Cc1cc(C)n2nc(CNS(=O)(=O)c3cccc(Cl)c3)nc2n1	11
Cc1ccc(CNC(=O)C2CCN(S(=O)(=O)c3ccc4nc5c(c(C(=O)O)c4c3)CC(C)CC5)CC2)cc1 (stereo not given)	-5

# Remaining list, next part.
mol	ROC1-CUL1 inh
C/C(=N\NC(=O)c1n[nH]c2c1CCC2)c1ccc(O)cc1	0
CCOC(=O)N1CCc2c(sc(NC(=O)c3ccc(C)cc3)c2C(=O)Nc2cc(Cl)ccc2OC)C1	-4
CC1=C(C(=O)Nc2cc(Cl)ccc2C)C2(CCCCC2)OC1=O	1
Cc1cc(C)c(C)c(S(=O)(=O)NCC(=O)N2CCN(c3ccccc3)CC2)c1C	8

# An excerpt from above in order of the ROC1-CUL1 inh value, ascending:
SMILES | ROC1-CUL1 inh
CCOC(=O)N1CCc2c(sc(NC(=O)c3ccc(C)cc3)c2C(=O)Nc2cc(Cl)ccc2OC)C1 | -4
C/C(=N\NC(=O)c1n[nH]c2c1CCC2)c1ccc(O)cc1 | 0
CC1=C(C(=O)Nc2cc(Cl)ccc2C)C2(CCCCC2)OC1=O | 1
Cc1cc(C)c(C)c(S(=O)(=O)NCC(=O)N2CCN(c3ccccc3)CC2)c1C | 8

# This is a subset. The share of hits here may be higher or lower than overall.
